SR-BI DiI-HDL act = SR-BI HDL lipid transfer activation; activation, % at 12.5 µM; AID 504775; actives 0.096% (n = 320,000); CHO ldlA[mSR-BI] cells, DiI-HDL uptake fluorescence, 3 h; 100 = double the neutral-control signal;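 active = mean replicate activation of at least 60% and every replicate at or above 60%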;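 also: 0% = median plate neutral-control signal and 100% = twice that signal; values of inactives mirror those of a sister screen read the other way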
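Material: SR-BI-overexpressing, LDLR-lacking CHO cells | Dosing: Single compound concentration, delivered by pin transfer | Probe or stimulus: Labelled HDL, 10 µg/mL | Signal: Bottom-read cell fluorescence after medium removal, ex 550/em 595 nm | Schedule: 3 h, 37 °C | Evaluation: HDL uptake via cellular fluorescence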
DAGLB inh = diacylglycerol lipase beta (human) inhibition | Q8NCG7 | HEK293T DAGLB membrane lysate, EnzChek fluorogenic substrate | inhibition, % at 5.17 µM | AID 504411 | actives 0.059% (n = 340,000); in the data active = inhibition above about 34%;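 also: 0% = enzyme with vehicle and 100% = wells lacking enzyme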
NSD2 HMT inh = NSD2 (human) methyltransferase inhibition. O96028. NSD2 peptide methylation, AlphaScreen, 120 min. inhibition, % at 12.5 µM. actives 0.54% (n = 310,000); in the data active = inhibition above about 50%
Cardiac RTF inh = cardiac RTF calcium desensitization. IANBD-labeled cardiac RTF, Ca2+ fluorescence. inhibition, % at 7.15 µM. actives 0.12% (n = 340,000);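 active = inhibition above the mean inhibition of all tested compounds plus 3 SD, cut at about 17% in these data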;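 also: assay run at fixed EC70 calcium of 1.6 mM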
Keap1-Nrf2 PPI = inhibitors of human Keap1-Nrf2 protein-protein interaction; inhibition, % at 9.4 µM; actives 0.15% (n = 340,000); Q14145; Keap1 Kelch-Nrf2 peptide fluorescence polarization, 1536-well; in the data active = inhibition above about 12%;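 also: human Keap1 Kelch domain with fluorescein labeled Nrf2 9mer peptide probe; 0% = neutral control wells and 100% = peptide positive control; higher means more block of Keap1 binding to Nrf2 peptide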
C-LANA FP = inhibitors of KSHV LANA C-terminal domain DNA binding | MBP-C-LANA/FAM-LBS DNA binding, fluorescence polarization | inhibition, % at 9 µM | actives 0.078% (n = 340,000);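 active = highest replicate inhibition at or above 60% at 9 µM, even if other replicates fall short; inactive = all replicates below 60% inhibition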;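 also: 0% = neutral control wells and 100% = 4 µM acridine orange control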
PKA-R2B activ = PKA-R2B complex activation. activation, % at 11.4 µM. P22694+P31323. actives 0.079% (n = 340,000). PKA-R2B holoenzyme dissociation, Cy5-IP20 fluorescence polarization; R2B truncated from residue 108, S112A mutant; 0% DMSO only, 100% 113 µM cGMP;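 active = activation above a cutoff set at the mean over all compounds plus 3 SD, cut at about 18% in these data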;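 also: higher means more holoenzyme dissociation and a rise in polarization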
Target sequence (P31323 whole entry, looked up, other chains not shown, the tested form may be a part): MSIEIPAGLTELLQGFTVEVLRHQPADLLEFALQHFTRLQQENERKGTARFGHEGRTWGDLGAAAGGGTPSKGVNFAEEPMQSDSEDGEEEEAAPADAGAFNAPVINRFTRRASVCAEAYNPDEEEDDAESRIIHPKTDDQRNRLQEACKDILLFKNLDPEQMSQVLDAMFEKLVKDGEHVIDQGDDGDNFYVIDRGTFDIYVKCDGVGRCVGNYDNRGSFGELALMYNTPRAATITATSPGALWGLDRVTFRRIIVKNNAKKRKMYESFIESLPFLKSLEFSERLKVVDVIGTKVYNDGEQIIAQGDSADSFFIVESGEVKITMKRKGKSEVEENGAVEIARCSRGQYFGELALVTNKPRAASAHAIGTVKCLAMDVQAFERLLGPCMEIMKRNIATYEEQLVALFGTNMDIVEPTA
Arrestin-AP2 inh = blocks beta-arrestin peptide binding to AP2 adaptin; FITC-arrestin peptide / GST-AP2 beads, flow cytometry; AP2 beta2 appendage carries R879A mutation; inhibition, % at 10 µM; actives 0.31% (n = 340,000); AID 504490;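 active = inhibition above a set limit, near 3 SD of compounds lacking own fluorescence, cut at about 54% in these data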;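 also: plate controls were DMSO wells for no effect and 5 µM unlabelled arrestin peptide for full effect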
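System: GST-AP2 R879A bound to glutathione beads, E. coli-expressed. Also added: 50 nM FITC-arrestin peptide. Schedule: compound with beads 12 min RT, then probe 1 h RT. Signal: bead flow cytometry, FITC channel. Read-out basis: percent response.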
PvdQ acylase = P. aeruginosa PvdQ acylase inhibition | purified PvdQ acylase, fluorescence plate reader | inhibition, % at 10 µM | actives 0.063% (n = 340,000) | AID 488965; in the data active = inhibition above about 30%, passing the limit was not always enough;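 also: 0% = vehicle neutral wells and 100% = reference inhibitor wells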
SR-BI DiI inh = mouse SR-BI HDL lipid transfer inhibition | inhibition, % at 12.5 µM | actives 0.96% (n = 320,000) | ldlA[mSR-BI] CHO cells, DiI-HDL uptake fluorescence, 3 h | Q61009;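 active = mean replicate inhibition of at least 70% and a set share of replicates each scoring 70 or more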;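 also: 0% = median of neutral control wells and 100% = median of positive control wells; values of inactives mirror those of a sister screen read the other way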
Target sequence (Q61009 whole entry, looked up): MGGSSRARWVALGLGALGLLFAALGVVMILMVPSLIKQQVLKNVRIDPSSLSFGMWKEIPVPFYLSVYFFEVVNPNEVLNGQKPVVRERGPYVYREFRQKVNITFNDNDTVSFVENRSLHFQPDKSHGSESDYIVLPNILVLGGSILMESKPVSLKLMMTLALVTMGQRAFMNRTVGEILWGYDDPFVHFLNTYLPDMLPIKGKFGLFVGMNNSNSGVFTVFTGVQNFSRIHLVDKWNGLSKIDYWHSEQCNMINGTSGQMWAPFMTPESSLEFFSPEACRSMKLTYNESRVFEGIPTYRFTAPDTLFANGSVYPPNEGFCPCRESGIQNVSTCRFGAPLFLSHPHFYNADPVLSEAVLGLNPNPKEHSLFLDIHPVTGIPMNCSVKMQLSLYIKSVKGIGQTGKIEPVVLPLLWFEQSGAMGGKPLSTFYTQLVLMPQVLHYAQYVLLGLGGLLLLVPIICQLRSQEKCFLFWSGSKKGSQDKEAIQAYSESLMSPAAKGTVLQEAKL
Numbers without * were called inactive; . = no result given.

SMILES	SR-BI DiI-HDL act	DAGLB inh	NSD2 HMT inh	Cardiac RTF inh	Keap1-Nrf2 PPI	C-LANA FP	PKA-R2B activ	Arrestin-AP2 inh	PvdQ acylase	SR-BI DiI inh
O=C(Nc1c(F)cc(F)cc1Br)C1CCCO1 (centres undefined)	19.8	2.8	.	-2.1	-1.1	0.8	-7.4	-1.9	1.1	-19.8
COc1ccccc1NC(NC(=O)c1cccnc1)C(Cl)(Cl)Cl (centres undefined)	-10.6	1.6	1.5	-4.7	-2.3	-0.6	-3.3	-14.0	-11.7	10.6
O=C(Cn1c(=O)oc2ccccc21)Nc1ccccc1N1CCOCC1	6.8	1.4	-1.2	-8.8	-7.7	-0.1	6.4	0.8	-14.4	-6.8
O=C1OC(/C=C/c2ccc(Cl)cc2Cl)=NC/1=C\c1cccs1	7.3	3.2	-3.5	-4.0	3.9	3.0	-9.7	25.7	-2.1	-7.3
Cc1ccc2c(c1)c1c(n2CC(O)Cn2nc(C)c(Br)c2C)CCCC1 (centres undefined)	-60.2	-2.0	2.7	-0.1	-2.9	-0.7	-8.4	32.5	4.2	60.2
O=C(CCC1CCCN(C(=O)c2ccccc2Cl)C1)N1CCN(c2ccccn2)CC1 (centres undefined)	-3.8	-1.2	-10.8	-11.8	0.2	0.0	10.9	1.7	-11.9	3.8
CCOn1c(SC(C)C)nc2ccccc2c1=O	36.3	-8.8	0.3	-8.4	1.6	-0.1	-3.4	-10.1	-9.2	-36.3
CCN(CC)C(=O)C1CCCN(Cc2ccccc2)C1 (centres undefined)	25.8	2.5	-0.4	-4.8	1.4	0.0	-5.8	-6.5	-3.7	-25.8
N/C(=N\OC(=O)c1ccc2ccccc2c1)c1ccncc1	-5.8	-2.0	9.5	-13.9	-4.0	-1.3	-6.7	5.0	-3.1	5.8
COc1ccccc1N1CCN(C(=O)CCS(=O)(=O)c2ccc3c(c2)NC(=O)C(C)S3)CC1 (centres undefined)	-18.3	1.0	-3.5	-3.8	-3.3	0.2	-6.0	-8.9	-17.3	18.3
Cc1ccc(/C=C(\C#N)C(=O)NC(C)C)o1	17.3	-5.1	-0.9	-1.9	-7.2	0.9	0.8	2.7	9.3	-17.3
Cc1ccc(NCc2n[nH]c(=S)n2-c2ccccc2)c(C)c1	-0.5	5.8	-1.4	-1.4	2.6	-0.2	-3.0	9.7	0.9	0.5
O=C(N1CCOCCOc2ccccc2OCCOCC1)C(F)(F)F	-0.5	-1.0	-1.8	-3.0	-5.3	-0.4	-1.2	7.8	-12.3	0.5
CC(C)CCNC(=O)c1cn(C)c2ccc(S(=O)(=O)N3CCCC3)cc2c1=O	0.2	2.8	-1.2	-4.8	2.4	-0.5	0.0	-21.4	-5.9	-0.2
CC1CCCCN1C(=O)c1ccc(S(=O)(=O)N2CCCCC2C)cc1 (centres undefined)	-36.7	0.0	-2.4	4.2	-5.8	-0.4	-5.8	-2.0	-3.1	36.6
O=C(CCc1c[nH]c2ccccc12)NC(Cc1c[nH]c2ccccc12)C(=O)O (centres undefined)	6.7	2.2	-1.4	0.9	-4.2	-0.2	3.0	8.9	14.8	-6.7
CCN(CC)C(=O)Cn1cc(C(=O)C(=O)NCCCn2ccnc2)c2ccccc21	26.5	0.0	-2.5	-6.4	-2.5	-1.1	-11.7	12.7	-7.7	-26.5
CCOC(=O)N1CCN(C(=O)CCCN2C(=O)CSc3nc(C)cc(C)c32)CC1	19.0	-5.1	-12.2	-3.5	-2.4	-0.5	-12.6	17.3	0.1	-19.0
NS(=O)(=O)c1ccc(NC(=S)N2CCN(Cc3ccc(Cl)c(Cl)c3)CC2)cc1	-11.1	.	0.4	.	3.0	-1.3	.	9.8	-4.0	11.1
COc1ccc(/C=C/C(=O)NC(=S)NN2CCCCC2c2cccnc2)cc1 (centres undefined)	-12.1	0.6	.	2.9	1.6	-0.6	-2.1	.	-4.4	29.6

3 entries drawn at random from those above, as already listed:
SMILES	SR-BI DiI-HDL act	DAGLB inh	NSD2 HMT inh	Cardiac RTF inh	Keap1-Nrf2 PPI	C-LANA FP	PKA-R2B activ	Arrestin-AP2 inh	PvdQ acylase	SR-BI DiI inh
CCN(CC)C(=O)C1CCCN(Cc2ccccc2)C1 (centres undefined)	25.8	2.5	-0.4	-4.8	1.4	0.0	-5.8	-6.5	-3.7	-25.8
CCOC(=O)N1CCN(C(=O)CCCN2C(=O)CSc3nc(C)cc(C)c32)CC1	19.0	-5.1	-12.2	-3.5	-2.4	-0.5	-12.6	17.3	0.1	-19.0
CCOn1c(SC(C)C)nc2ccccc2c1=O	36.3	-8.8	0.3	-8.4	1.6	-0.1	-3.4	-10.1	-9.2	-36.3

Going on with the list.
SMILES	SR-BI DiI-HDL act	DAGLB inh	NSD2 HMT inh	Cardiac RTF inh	Keap1-Nrf2 PPI	C-LANA FP	PKA-R2B activ	Arrestin-AP2 inh	PvdQ acylase	SR-BI DiI inh
COc1cc(NC(=O)COC(=O)CNS(=O)(=O)c2ccc(F)c(F)c2F)cc(OC)c1	9.3	-1.2	-1.4	-6.6	-5.3	1.2	-10.8	6.6	3.4	-9.3
CO[C@@]1(NC(=O)CSCC#N)C(=O)N2C(C(=O)O)=C(CSc3nnnn3C)CS[C@@H]21	15.5	0.2	.	-3.9	1.7	4.6	6.4	16.4	0.4	-15.5
O=c1c2ccccc2c2ccccc2c(=O)n1CC1CCCO1 (centres undefined)	-16.0	5.2	1.7	-2.6	-3.3	-0.4	5.0	-6.0	-6.9	16.0
CN(C)c1nc(-c2ccccc2)c2cc(Cl)ccc2n1	4.8	-4.0	-12.2	3.0	2.4	-0.9	1.0	4.8	4.4	-4.8
O=C(NCCC1=CCCCC1)C1CC(=O)N(C2CCCCCC2)C1 (centres undefined)	-3.9	0.0	-5.3	-2.5	-0.3	2.5	9.5	5.6	-1.2	3.9
CCN(C(=O)c1ccc(Br)o1)C1CCS(=O)(=O)C1 (centres undefined)	-1.9	-7.2	.	-5.3	-0.9	-0.1	-14.5	-0.2	-17.0	1.9
O=C(CN(c1ccccc1)S(=O)(=O)c1ccc(Cl)cc1)Nc1cccnc1	9.4	-5.2	1.8	0.4	-0.5	-2.9	9.3	25.5	-0.7	-9.4
Cc1ccc(S(=O)(=O)Oc2ccccc2/C=N/NC(=O)c2c(Cl)cnn2C)cc1	-18.7	0.2	2.5	2.1	-0.9	-0.3	2.8	-2.3	-15.1	18.7
Cc1ccc(CNC(=O)CN(C)S(=O)(=O)c2ccc3c(c2)n(C)c(=O)c(=O)n3C)cc1	5.4	-3.8	-1.3	-0.9	-0.1	1.1	0.0	28.8	4.9	-5.4
COc1ccc(-c2csc(NC(C)c3nc4cc(Cl)c(Cl)cc4n3CCCO)n2)cc1 (centres undefined)	-31.5	2.9	.	8.6	-7.4	-0.1	-6.9	-7.4	-1.3	31.5
O=C(NCc1ccco1)/C(=C/c1ccccc1F)NC(=O)c1ccccc1	11.9	-1.7	-3.7	1.0	-4.7	0.3	-2.9	4.8	-0.3	-11.9
Cc1cc(Nc2ccccc2)n2nc(C)c(-c3ccccc3)c2n1	-49.2	-12.0	-3.1	-2.9	-1.5	1.7	0.0	10.6	5.1	49.2
COc1ccc(CC(=O)NCc2ccccc2)cc1OC	-6.5	-1.1	-4.1	-11.2	-0.5	-1.0	-8.1	5.1	5.0	6.5
COc1ccc2occ(C(=O)c3ccc(N=C(C)N(C)C)cc3)c2c1	-7.9	-0.6	-1.6	7.3	0.9	-1.3	6.1	1.0	-1.9	7.9
Cc1csc(=O)n1CCC(=O)OC(C)C(=O)Nc1ccc(N2CCOCC2)cc1 (centres undefined)	6.7	-0.2	-2.1	0.8	-2.1	1.1	-1.2	6.7	-10.2	-6.7
COc1ccc(CC(=O)NC(C)CCc2ccccc2)cc1 (centres undefined)	15.9	0.2	0.0	-4.8	-2.1	-1.1	-4.8	-1.9	8.3	-15.9
COc1ccc(NC(=O)CN2CCC(Cc3ccccc3)CC2)cc1S(=O)(=O)N1CCOCC1	7.5	-2.3	-1.8	-8.5	-1.1	0.0	1.0	36.1	9.0	-7.5
CCn1c(CC(=O)Nc2ccccc2)nnc1SCC(=O)Nc1ccccc1C(=O)OC	9.3	-0.8	-1.0	-10.0	-3.9	-2.1	-4.2	-3.2	-10.5	-9.3
OCCOc1ccc(CN2CCN(CCCc3ccccc3)C(CCO)C2)cc1 (centres undefined)	2.5	0.0	1.3	-0.6	-5.8	-1.3	-10.4	0.2	-6.7	-2.5
CC1=CN2C(=NC(=O)CC2(C)C(=O)N(CC(=O)NC2CCCC2)Cc2ccccc2)C=C1 (centres undefined)	-11.3	-0.7	-2.8	-15.1	-3.9	-1.9	-3.8	-2.5	-10.7	11.3
C=CCN(c1ccccc1C(=O)O)S(=O)(=O)c1ccc(C)cc1	3.0	-1.0	-7.3	-6.5	-0.8	1.0	0.6	-13.5	9.8	-3.0
O=C(CSc1cc(Cl)ccc1Cl)NC1CCCc2ccccc21 (centres undefined)	-41.2	-6.8	0.8	2.6	4.8	0.6	4.2	26.4	3.8	41.2
O=S(=O)(NC1=NCCCCC1)c1ccccc1Cl	.	-3.2	1.6	1.4	-2.0	0.1	-4.4	31.1	2.4	.
O=C(NN1CCOCC1)c1sc2cccc(F)c2c1Cl	7.7	-0.9	8.8	-0.8	2.4	1.1	6.6	4.1	0.7	-7.7
O=C(NCc1ccccc1Cl)c1cc(C(=O)C2CC2)c[nH]1	37.3	2.5	-0.8	-0.3	-3.4	-0.7	11.7	-1.3	2.8	-37.3
O=C1[C@H]2CCCC[C@H]2C(=O)N1CCCCN1CCN(c2nsc3ccccc23)CC1	-60.7	-2.7	.	2.8	-7.2	-0.4	6.3	-4.9	-6.4	60.7
C/C(CC(=O)Nc1ccc(Cl)c(Cl)c1)=N\NC(N)=S	-38.0	2.2	-1.3	0.3	-6.9	0.1	5.1	-3.5	-14.1	38.0
COc1ccc(NC(=O)c2cccc([N+](=O)[O-])c2)cc1	-24.5	2.7	1.9	-16.1	1.9	0.0	-4.4	-6.5	12.2	24.5
CC(C)Cn1c(N)c(C(=O)CSc2nnc(C3CC3)n2C2CC2)c(=O)n(C)c1=O	6.3	0.2	-1.6	-3.8	1.2	-0.8	-6.6	-12.8	-3.6	-6.3
N#Cc1ccc(-c2ccc(OCC(=O)NCC(=O)Nc3ccc(F)c(F)c3F)cc2)cc1	-20.4	-4.3	-2.9	-26.4	-2.4	-0.2	2.3	-3.5	-21.9	20.4
COc1ccc(C(C(=O)NCC2CCCO2)N(Cc2ccccc2)C(=O)CNC(=O)c2ccco2)cc1OC (centres undefined)	.	-3.0	-5.9	1.8	3.3	-2.3	-4.0	-3.0	10.6	.
O=C(COC(=O)C1=Cc2ccccc2OC1)NCc1ccccc1	11.4	-4.9	-0.2	-5.3	-1.0	0.3	-1.1	43.4	6.0	-11.4
Clc1ccc(OCc2nc(-c3ccncc3)no2)c(Br)c1	-29.3	-3.5	.	-1.2	-0.6	1.4	1.7	24.0	18.8	29.3

Bioassay records deposited in PubChem BioAssay by several laboratories.
